Source: PubChem (several laboratories)
NR2F2 inh: blocks human COUP-TFII nuclear receptor | P24468 | inhibition, % at 8.6 µM | HEK293T NGFI-A luciferase reporter, luminescence | 370,000 tested, 0.7% active | AID 686940;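 active = inhibition above a per-plate cutoff, mean inhibition of test wells between control levels plus 3 SD, cut at about 38% in these data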;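 also: cells cotransfected with COUP-TFII expression vector driving the NGFI-A reporter; 0% = median of COUP-TF2 test wells and 100% = reporter-only cells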
Target sequence (P24468 whole entry, looked up): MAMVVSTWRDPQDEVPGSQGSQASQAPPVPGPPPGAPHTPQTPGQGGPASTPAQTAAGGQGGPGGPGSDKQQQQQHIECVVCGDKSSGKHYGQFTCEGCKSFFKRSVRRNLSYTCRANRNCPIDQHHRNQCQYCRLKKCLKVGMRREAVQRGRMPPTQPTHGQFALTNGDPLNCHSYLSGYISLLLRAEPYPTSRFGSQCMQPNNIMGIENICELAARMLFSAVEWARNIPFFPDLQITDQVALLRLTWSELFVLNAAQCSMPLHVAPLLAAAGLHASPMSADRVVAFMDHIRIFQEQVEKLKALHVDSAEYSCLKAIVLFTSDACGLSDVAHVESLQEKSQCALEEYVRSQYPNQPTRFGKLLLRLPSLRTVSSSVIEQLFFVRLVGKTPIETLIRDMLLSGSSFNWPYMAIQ
SRC2 inh: human SRC2 (NCOA2) inhibition; Q15596; HEK293 GAL4-SRC2 luciferase reporter, luminescence; inhibition, % at 9 µM; 370,000 tested, 0.17% active;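 active = inhibition above the mean inhibition of all tested compounds plus 3 SD, set per campaign, cut at about 52% in these data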;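 also: 0% = DMSO treated cells and 100% = cells given Gossypol at 36 µM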
MC4R antagonist: human MC4R antagonism in cAMP assay; AID 540295; 360,000 tested, 0.48% active; P32245; MC4R-expressing cells, MTII-stimulated cAMP, LANCE TR-FRET; inhibition, % at 6.5 µM;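 active = inhibition above its plate's cutoff, the mean of tested wells on that plate plus 3 SD, cut at about 29% in these data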;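 also: 0% = Melanotan II alone and 100% = Melanotan II plus saturating MCL0020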
Target sequence (P32245 whole entry, looked up): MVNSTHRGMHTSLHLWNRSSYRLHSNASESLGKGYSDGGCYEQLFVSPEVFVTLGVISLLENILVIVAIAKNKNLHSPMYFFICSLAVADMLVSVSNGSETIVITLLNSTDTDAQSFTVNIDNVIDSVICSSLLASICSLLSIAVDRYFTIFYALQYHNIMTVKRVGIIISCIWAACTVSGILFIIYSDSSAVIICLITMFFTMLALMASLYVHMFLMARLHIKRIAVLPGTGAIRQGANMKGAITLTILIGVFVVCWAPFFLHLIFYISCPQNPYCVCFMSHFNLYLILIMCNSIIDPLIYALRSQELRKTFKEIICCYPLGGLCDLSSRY
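System – human MC4R-expressing U2OS cells · Also added – Melanotan II · Dosing – one concentration, 6.5 µM nominal · Timing – 30-min compound, 1-h challenge, 1-h detection, room temperature · Measured by – Eu-cAMP/anti-cAMP TR-FRET, emission 671 nm · Replicates – singlicate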
TLR9-MyD88 block: inhibitors of human TLR9-MyD88 binding; Q9NR96+Q99836; CHO BLA complementation TLR9-MyD88, CCF4 FRET ratio; inhibition, % at 4.98 µM; 340,000 tested, 0.21% active; AID 504734;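 active = inhibition above the mean over all tested compounds plus 3 SD, cut at about 21% in these data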;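 also: 0% = DMSO only wells and 100% = clavulanate BLA inhibitor control wells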
NOD2-RIPK2 inh: blocks binding of human NOD2 to RIPK2; O43353; CHO BLA complementation NOD2-RIPK2, CCF4 ratio; inhibition, % at 4.98 µM; 360,000 tested, 0.38% active; AID 624267; in the data active = inhibition above about 21%;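 also: 0% = vehicle only and 100% = reference blocker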
NR5A2 inv ag: suppresses constitutive activity of human LRH-1; HEK293T StAR-luciferase reporter, LRH-1 transfected, 24 h; O00482; 360,000 tested, 0.13% active; inhibition, % at 3.6 µM;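 active = inhibition above the mean inhibition of all tested compounds plus 3 SD, cut at about 73% in these data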;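 also: 0% = DMSO wells and 100% = reporter-only cells lacking LRH-1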
NCOA1 inh: inhibits human SRC1 coactivator; Q15788; HEK293 GAL4-SRC1 luciferase reporter, luminescence; inhibition, % at 3.6 µM; 360,000 tested, 0.12% active; AID 588354;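 active = inhibition above the campaign mean plus 3 SD, with each screening campaign given its own cutoff, cut at about 60% in these data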;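 also: 0% = DMSO treated cells and 100% = gossypol at 36 µM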
NCOA3 inh: inhibitors of human steroid receptor coactivator 3 (SRC3). Q9Y6Q9. HEK293 GAL4-SRC3 luciferase reporter, luminescence. inhibition, % at 3.6 µM. 360,000 tested, 0.17% active;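 active = inhibition above a per-campaign cutoff, the mean of all compounds plus 3 SD, cut at about 60% in these data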;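 also: 0% = DMSO-treated cells and 100% = gossypol-treated cells at 36 µM; higher means less SRC3-driven luciferase light from the GAL4 reporter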
MC4R barr agon: agonists of human melanocortin 4 receptor (MC4R) beta-arrestin | U2OS MC4R beta-arrestin complementation, luminescence; percent of melanotan II response, DMSO zero | activation, % at 8.9 µM | 360,000 tested, 0.98% active | AID 540308;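 active = activation above a per-plate cutoff, the mean activation of sample wells on that plate plus 3 SD, cut at about 8% in these data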
ABHD5-PLIN5 inh: ABHD5-PLIN5 protein interaction inhibition; inhibition, % at 4 µM; 360,000 tested, 0.78% active; Split G. princeps luciferase complementation, luminescence, 4 h; Q00G26+Q8WTS1;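 active = inhibition above the mean inhibition across every tested compound plus 3 SD, cut at about 22% in these data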;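 also: 0% = DMSO only wells and the 100% control is not disclosed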
LMP1 NFkB inh: inhibitors of Epstein-Barr LMP1-induced NF-kappaB reporter | 350,000 tested, 0.69% active | LMP1-induced NF-kappaB luciferase reporter cells, luminescence | inhibition, % at 12.5 µM; in the data active = inhibition above about 41%;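 also: 0% = neutral control wells and 100% = reference inhibitor control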
* = called active by the depositor; . = not tested or not shown.

SMILES	NR2F2 inh	SRC2 inh	MC4R antagonist	TLR9-MyD88 block	NOD2-RIPK2 inh	NR5A2 inv ag	NCOA1 inh	NCOA3 inh	MC4R barr agon	ABHD5-PLIN5 inh	LMP1 NFkB inh
CC(/C=N/NC(=O)Cn1nccc1C)=C\c1ccc(C(C)C)cc1	-2	-16	3	-6	5	-32	-32	4	-0.8	-3	6
COc1ccc(CCNC(=O)C23CCC(C)(C(=O)C2Br)C3(C)C)cc1OC (stereo not given)	6	-2	1	0	-11	15	11	23	-2.7	-3	-6
NC(=O)COc1ccc(/C=N/NS(=O)(=O)c2ccccc2)cc1	3	-27	1	12	-6	6	-39	-1	-0.1	3	1
Cc1cccc(-c2noc(CCC(=O)NC3CCCCC3)n2)c1	-6	-12	-2	9	-5	0	-5	4	-1.4	-2	8
Cc1ccc(C(=O)OCC(=O)NCCC2=CCCCC2)s1	-20	-11	5	1	1	7	-2	4	-2.0	0	-5
O=C(NCC(c1ccc(F)cc1)N1CCOCC1)c1ccc(C(=O)c2ccccc2)cc1 (stereo not given)	14	12	1	1	11	9	-4	0	-2.7	1	-9
Cc1nn(-c2ccccc2)c2c1c(C)c(CCC(=O)N1CCOCC1)c(=O)n2C	.	.	12	0	4	2	12	26	-2.0	0	9
CCC(Sc1nnc2c3ccccc3n(CC)c2n1)C(=O)Nc1sc2c(c1C#N)CCCC2 (stereo not given)	19	-25	-44	2	2	2	-2	4	-1.5	1	37
COc1cc(/C=N/N2CCN(C3c4ccccc4-c4ccccc43)CC2)ccc1O	16	-6	1	-5	-4	0	-6	0	4.8	-4	-14
O=C(COC(=O)c1ccc(F)c(S(=O)(=O)N2CCOCC2)c1)Nc1ccc(Cl)cn1	3	7	12	-2	1	-21	-84	3	1.0	-10	7
Cc1ccc2c(c1)C(=O)N1c3cc(C)c(C)cc3NC(=O)C1C(=O)N2 (stereo not given)	12	-15	.	.	2	-17	8	8	.	6	.
CCOc1cc(C(=O)Nn2cnnc2)cc(OCC)c1OCC	0	-10	-6	6	1	-6	-4	7	-2.9	-3	6
O=C(c1ccc(CN2CCOCC2)cc1)N1CCN(c2ccccc2)CC1	-24	-16	-1	-6	-15	9	-10	20	0.3	6	-7
CCOP(=O)(OCC)C(Nc1cccc([N+](=O)[O-])c1)c1ccc(OC)cc1 (stereo not given)	-15	3	4	.	1	16	-28	14	-2.3	1	.
O=C(Cc1cc(C(=O)O)c2ccccc2n1)Nc1ccccc1	3	-16	8	5	-7	10	-3	7	-0.9	-2	5
Cc1cc(N)ccc1N=Nc1c(C)n(C)n(-c2ccccc2)c1=O	-27	-28	-25	-6	10	-35	-36	-19	2.5	13	-11
COc1ccc(C(=O)NNC2=Nc3cccc4cccc2c34)cc1	9	-19	-5	-2	-2	18	-1	-12	9.0*	1	9
O=C(O)C1CCCN1C(=O)Nc1ccc(F)cc1 (stereo not given)	-7	-22	-1	8	-4	-6	-8	0	0.3	-3	-1
O=C(NCCCN1CCOCC1)c1cc(-c2ccc(Cl)s2)nc2ccccc12	-13	0	0	7	0	3	7	1	-0.6	-2	-7
C[C@H](CO)N1C[C@H](C)[C@H](CN(C)S(=O)(=O)c2cccc(C#N)c2)OCc2cnnn2CCCC1=O	-14	6	12	3	-2	-11	-6	-11	0.3	3	-1
O=c1[nH]c(=S)[nH]c2nccnc12	-7	-17	1	-12	-13	11	-11	-10	-1.8	9	3
N#Cc1ccc(NC(=O)Cn2cnc(S(=O)(=O)N3CCCCC3)c2)cc1	-8	7	-2	8	2	12	9	14	0.3	-4	-10
CN(Cc1nc(-c2ccccn2)no1)S(=O)(=O)c1ccc(Cl)cc1	3	2	-3	-11	-4	-11	10	13	3.2	2	2
CC1(C)Cc2c(sc3c2c(=N)n(Cc2ccco2)c(=O)n3CC(=O)Nc2ccccc2)CO1	0	8	5	-2	-12	17	-15	10	-1.9	15	7
Cc1cccc(C)c1OCC(=O)NC(Cc1c[nH]c2ccccc12)C(=O)O (stereo not given)	-19	26	-3	8	3	-1	-5	-14	1.1	3	3

(further entries)
SMILES	NR2F2 inh	SRC2 inh	MC4R antagonist	TLR9-MyD88 block	NOD2-RIPK2 inh	NR5A2 inv ag	NCOA1 inh	NCOA3 inh	MC4R barr agon	ABHD5-PLIN5 inh	LMP1 NFkB inh
COCCCNC(=O)CN(c1cc([N+](=O)[O-])ccc1OC)S(C)(=O)=O	-4	1	5	-1	-9	-6	-8	3	0.2	6	2
CCCCn1c(N)c(N(CC(C)C)C(=O)COC(=O)C2(c3ccccc3)CC2)c(=O)[nH]c1=O	-13	-12	9	-4	-1	-7	-3	19	-4.4	1	3
CC1=C(C(=O)OCc2ccccc2)C(c2ccco2)C2=C(CC(C)(C)CC2=O)N1 (stereo not given)	-1	-7	0	7	-5	3	-2	-7	-0.9	6	-3
CS(=O)(=O)NC1CCN(Cc2ccccc2)CC1	3	-17	4	-20	-2	12	3	12	0.2	-8	3
Cc1nc(SCC(=O)NCc2ccco2)c2oc3ccccc3c2n1	4	-11	-3	-1	13	-5	-1	7	-0.1	13	-6
Cc1ccnc(SCCn2c(Br)nc3c2c(=O)[nH]c(=O)n3C)n1	-11	-26	8	2	-4	9	-1	7	0.2	6	-4
COc1cc(NC(=O)COc2ccccc2C)ccc1NC(=O)c1ccco1	-10	-14	11	-3	8	-44	-5	18	0.1	-1	13
COCCNc1nnc(SCC(=O)Nc2cc(C)on2)s1	-8	7	15	0	2	-20	-11	7	0.7	-9	37
N#C/C(=C\c1cccc([N+](=O)[O-])c1)C(=O)Nc1cccnc1	2	-13	22	-2	7	2	-15	12	-1.2	-6	7
Cc1ccc(C2C(C#N)=C(N)Oc3n[nH]c(-c4cccs4)c32)cc1 (stereo not given)	-1	-18	-5	2	-7	5	-1	14	-2.1	-22	-3
CN1CCN2c3ncccc3Cc3ccccc3[C@@H]2C1	0	-6	21	0	-1	-9	12	17	-0.5	-3	-2
O=C(CCO)c1ccc(O)cc1	-1	-11	-1	3	2	2	-11	15	-1.4	2	6
COc1cc2oc(=O)cc(-c3ccc(-c4ccc(F)c(Cl)c4)cc3)c2c(OC)c1OC	11	-16	3	-1	1	-8	-18	-5	-0.6	-4	-2
Cc1nn(C)cc1CNC(=O)c1cccc(F)c1	-11	-14	7	-10	-4	16	-17	9	0.0	-2	4
O=C(NC(=S)N1CCN(c2ccccc2)CC1)c1ccccc1	-9	-15	13	4	-5	16	-9	19	-3.6	0	-8
CCOc1cc(/C=N/NC(=O)c2ccc(CN3CCOCC3)cc2)ccc1OC	-7	-24	-10	-4	2	5	-5	13	1.6	2	-17
CC1=C(C(=O)OC(C)C)C(c2cncc(-c3ccc(F)cc3)c2)C(C#N)=C(N)O1 (stereo not given)	-4	11	10	4	-3	-10	-8	1	1.6	-5	0
CC(C)CCNC(=O)C1CC(c2ccccc2[N+](=O)[O-])=NO1 (stereo not given)	-1	-13	1	-4	9	-12	-19	-4	-0.1	5	-13
CCCCNC(=O)C1(C)CCCCN1C(=O)c1c(F)ccc(C)c1F (stereo not given)	1	7	8	.	-2	-19	4	-19	0.1	10	.
O=C1C(NS(=O)(=O)c2cccs2)=C(N2CCN(Cc3ccccc3)CC2)C(=O)c2ccccc21	5	-1	14	-8	-6	-29	2	16	-0.1	-19	6
CC(=NCC1CCCO1)c1c(O)[nH]c(=O)[nH]c1=O (stereo not given)	-2	0	-5	-9	-11	16	11	6	-1.8	-1	2
O=c1[nH]c(N/N=C\c2ccc(F)cc2)nc2ccccc12	-66	-27	8	2	4	-150	-116	-81	-0.3	4	-9
COc1ccc(NC(=O)c2sc(=O)n(Cc3ccccc3C#N)c2C)cc1OC	15	-17	8	.	-9	31	21	33	0.0	3	.
Cc1cc(C)c2nc(-n3nc(C)cc3N)cc(C)c2c1	-24	-44	-8	-8	-1	-44	-84	-45	15*	-1	-31
Cc1ccc(Cl)c2c1NC(=O)C2(O)CC(=O)c1ccc(Br)cc1 (stereo not given)	-3	11	9	-2	-18	1	9	1	1.0	-2	-8

Next part
SMILES	NR2F2 inh	SRC2 inh	MC4R antagonist	TLR9-MyD88 block	NOD2-RIPK2 inh	NR5A2 inv ag	NCOA1 inh	NCOA3 inh	MC4R barr agon	ABHD5-PLIN5 inh	LMP1 NFkB inh
O=S(=O)(c1ccccc1C(F)(F)F)N1CCN(CC(O)COc2ccccc2F)CC1 (stereo not given)	9	-30	-6	3	7	-18	-8	-8	-1.0	-6	4
Cc1[nH]c2ccccc2c1-c1csc(NC(=O)CSCCO)n1	-7	-17	1	7	-4	7	-36	-5	-1.1	2	0
O=C(CSc1nnc(-c2cccnc2)n1Cc1ccccc1)NCc1ccccc1	-6	10	10	10	-6	-4	-14	0	1.0	1	3
CCOC(=O)Cn1nc(C)cc1NC(=O)c1cc(OC)c(OC)c(OC)c1	3	-16	1	7	-7	-2	-9	6	-1.1	-4	1
COc1ccccc1NC(=O)Nc1ccccc1C#N	-12	-10	8	-1	-4	-19	-16	-17	-1.4	3	-1
CCOC(=O)c1cnc2ccc(OCC)cc2c1NCCCN1CCOCC1	5	-42	14	-8	-1	-4	-147	-18	-0.4	7	-6
O=C(O)/C=C\C(=O)N1CCc2ccccc21	-5	7	3	2	-12	-3	-1	3	-1.5	3	3
CCOC(=O)[C@H]1[C@H]2COc3ccc(OC)cc3[C@@H]2N2C(=O)CN(Cc3ccc(Cl)cc3)C(=O)[C@@]12C	-8	0	15	-8	5	-5	-1	1	-0.1	2	-4
CCCn1c(C)cc(C(=O)CN2C(=O)c3cccc(N)c3C2=O)c1C	-26	5	4	6	3	-46	-73	-71	-1.9	-6	-33
CCCCCCCC(=O)OC(CN1CCCCCC1)CN1CCCC1=O (stereo not given)	-6	-20	4	11	5	-6	11	0	2.7	1	-1
CCCC(NC(=O)c1ccco1)c1nc2ccccc2[nH]1 (stereo not given)	-7	-4	2	-2	4	-7	-11	-2	-1.3	-5	5
CCc1cc[n+](C2=C([O-])c3ccccc3C(=O)/C2=N\S(=O)(=O)c2cccs2)cc1	3	-8	-9	4	2	14	10	18	-1.8	-27	3
COc1ccc(C2/C=C\CN(C(=O)CC(C)(C)C)CC(=O)N2Cc2ccc(F)cc2)cc1 (stereo not given)	4	10	3	5	1	-1	-4	-17	0.1	-3	-1
NC(=O)C1(Nc2ccc(Cl)cc2)CCCC1	7	-1	1	-14	7	-3	-7	-8	-0.8	1	-5
CCOC(=O)c1c(-c2ccc(C)cc2)csc1NC(=O)c1cccc(N2C(=O)CCC2=O)c1	5	25	-7	-4	-15	-6	-30	14	1.2	1	9

Only part of the results is shown; the hit share may differ from the screen's.
